Source: PubChem (several laboratories)
NTR1 ag = agonists of NTR1, primary screen, imaging, U2OS cells, beta-arrestin-GFP, high content (AID 493036); NTR1-U2OS beta-arrestin-GFP spot imaging, agonist mode; activation, % at 20 µM; Neurotensin receptor type 1 (Homo sapiens), P30989; hit rate 0.17% among 330,000;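 active = activation at or above 40% of the spot to cytoplasm intensity ratio, with at least 20 cells analyzed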;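 note: 0% = DMSO without peptide and 100% = 100 nM NTR1 peptide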
Target sequence (P30989 whole entry, looked up): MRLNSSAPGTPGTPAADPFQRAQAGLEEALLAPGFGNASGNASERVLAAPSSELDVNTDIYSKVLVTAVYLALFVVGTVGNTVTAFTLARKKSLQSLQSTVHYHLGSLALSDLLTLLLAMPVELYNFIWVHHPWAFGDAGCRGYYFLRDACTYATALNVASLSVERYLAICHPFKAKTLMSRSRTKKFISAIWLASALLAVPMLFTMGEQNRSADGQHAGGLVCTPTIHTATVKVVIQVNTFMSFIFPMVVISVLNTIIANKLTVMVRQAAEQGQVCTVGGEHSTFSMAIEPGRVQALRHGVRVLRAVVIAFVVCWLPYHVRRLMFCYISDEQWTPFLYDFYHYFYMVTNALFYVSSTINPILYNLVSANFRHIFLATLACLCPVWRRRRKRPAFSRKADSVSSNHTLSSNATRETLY
T cell HTS = modulators of CD8 T cell-vesicle binding, primary screen, mouse 2C CD8+ T cells, flow cytometry; AID 2052, 2009; calls only at 7 µM; 2C CD8+ T cell-vesicle binding; hits give low values; hit rate 0.068% among 330,000;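 active = response, share of CD8 T cells binding vesicles, and their 90th percentile fluorescence all below set limits, cut at about 80% in these data, passing the limit was not always enough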
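Also added: QL9-peptide-loaded Drosophila micro-vesicles bearing Ld, ICAM-1 and B7-1; Test system: purified 2C TCR transgenic mouse naive CD8+ T cells; Measured by: cytometric PE anti-B7-1 and Alexa647 anti-CD8 signals after 1% paraformaldehyde fixation; Timing: binding step 1.5 h, 37 °C, antibody labelling 20 min, ice.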
GPR55 activation = GPR55 agonists via beta-arrestin recruitment, primary screen, imaging, U2OS cells, beta-arrestin-GFP redistribution (AID 1961). G-protein coupled receptor 55 (Homo sapiens). U2OS GPR55 beta-arrestin-GFP redistribution imaging; higher % means a stronger effect. one-dose activation, % at 10 µM; EC50 in µM for titrated hits. hit rate 0.048% among 290,000;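 active = activation above 40% with more than 50 cells counted in the well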;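 note: U2OS osteosarcoma cells stably expressing GPR55 and beta-arrestin-GFP; plate controls were DMSO negative control for no effect and LPI positive control for full effect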
Lipid droplet = inhibitors of hepatocyte lipid droplet formation, primary screen, imaging, high-throughput imaging, BODIPY stain; inhibition, % at 6.5 µM; AML12 mouse hepatocytes, oleate lipid droplets; AID 1656, 2009; hit rate 0.4% among 240,000;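 active = lipid droplet intensity inhibited by at least 50%, with more than 500 cells counted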
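Material – mouse AML12 hepatocyte cell line, fixed after treatment · Compound dosing – one dose, 6.5 µM compound · Times – compound with oleate, overnight · Measured by – Image-based BODIPY and DAPI two-channel analysis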
MgcRacGAP inhibition = MgcRacGAP GTPase-activating activity inhibitors, confirmation, biochemical, ADP Hunter fluorescence | Rac GTPase-activating protein 1 (Homo sapiens) | MgcRacGAP-stimulated Rac1 GTP hydrolysis, ADP Hunter fluorescence; higher % means a stronger effect; GST-tagged Rac1 F28L mutant substrate | one-dose inhibition, % at 30 µM; IC50 in µM for titrated hits | hit rate 0.6% among 340,000;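 active = first-screen hits whose inhibition reached a set limit at any dose in the follow-up dose series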;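 note: fluorescence reports GDP produced by GAP-driven GTP hydrolysis; strong numbers were not always called active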
GPR35 arrestin U2OS = GPR35 antagonists blocking zaprinast-driven arrestin recruitment, primary screen, imaging, U2OS, beta-arrestin-GFP, zaprinast agonist (AID 2058); G-protein coupled receptor 35 (Homo sapiens); U2OS GPR35 beta-arrestin-GFP translocation imaging, zaprinast antagonism; higher % means a stronger effect; inhibition, % at 10 µM, or IC50 in µM where a hit was titrated; hit rate 0.052% among 290,000;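 active = inhibition of at least 50% with at least 30 cells and total cytoplasm GFP at most 10,000,000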
GPR55 LPI antagonism = GPR55 antagonists blocking LPI-driven arrestin recruitment, primary screen, imaging, U2OS, beta-arrestin-GFP, LPI agonist (AID 2013) | G-protein coupled receptor 55 (Homo sapiens) | U2OS GPR55 beta-arrestin-GFP translocation imaging, LPI antagonism; higher % means a stronger effect | inhibition, % at 10 µM; hits with a dose series show IC50 in µM | hit rate 0.13% among 290,000;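 active = spots per cell inhibited over 60%, with over 100 cells counted and total cytoplasm intensity under 500,000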;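 note: U2OS cells stably carrying GPR55 and arrestin-GFP stimulated by 5 µM LPI near EC80; imaged beta-arrestin-GFP aggregate spots per cell after agonist stimulation; plate controls were LPI-stimulated DMSO wells for no effect and DMSO wells without LPI for full effect; some results filed as inactive read as strong as hits; confirmed hits need IC50 under 10 µM and bright autofluorescent wells are also inconclusive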
Large T inhibition = SV40 large T antigen inhibitors, biochemical (AID 1903); SV40 large T antigen ATPase/helicase inhibition assay; higher % means a stronger effect; inhibition, % at 20 µM; hits with a dose series show IC50 in µM; hit rate 0.39% among 310,000; in the data active = a potency from the dose series; note: strong numbers were not always called active
LYP inhibition = inhibitors of LYP phosphatase, biochemical, fluorescence intensity, uHTS (AID 1779) | Tyrosine-protein phosphatase non-receptor type 22 (Homo sapiens) | recombinant LYP phosphatase, fluorescence intensity; higher % means a stronger effect | inhibition, % at 11.5 µM; hits with a dose series show IC50 in µM | hit rate 0.054% among 290,000; in the data active = inhibition above about 50%;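 note: plate controls were vehicle with enzyme for no effect and no enzyme for full effect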
Lipid droplet cells 6.5 µM = recorded beside Lipid droplet, whose call it bears; cell count; measured here: cell count, cytotoxicity flag;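 cells counted across two imaged fields per well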
T cell HTS vesicle-bound % = also measured in T cell HTS; calls as there; double positive events, %; measured here: CD8+ vesicle-bound cell fraction;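 binding gate set so that unloaded-vesicle control wells show 10% double positive cells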
NTR1 ag cell count 20 µM = also measured in NTR1 ag; calls as there; cell count; measured here: cell count, cytotoxicity flag
Starred values were filed as active, the others as inactive; i = inactive; · = not tested or not shown.

SMILES | NTR1 ag | NTR1 ag cell count 20 µM | T cell HTS | T cell HTS vesicle-bound % | GPR55 activation | Lipid droplet | Lipid droplet cells 6.5 µM | MgcRacGAP inhibition | GPR35 arrestin U2OS | GPR55 LPI antagonism | Large T inhibition | LYP inhibition
CCn1c(C(O)c2ccc3c(c2)OCO3)nc2ccccc21 (stereo not given) | -0.3 | 63 | i | 30 | 0.5% | 5 | 673 | 7% | 26% | 8% | -1% | -5%
O=C(O)c1cc(NN=Nc2ccc(Br)cc2)cc([N+](=O)[O-])c1 | 1.2 | 51 | i | 34 | -0.1% | -1 | 737 | 10% | 1% | 4% | 22% | 0%
O=c1cc(-c2ccc(Br)cc2)[nH][nH]1 | 2.7 | 45 | i | 48 | -0.1% | 2 | 703 | 19% | -13% | -3% | 54µM* | -5%
O=C(Nc1ccc(Br)cc1Cl)c1ccc2c(=O)n3c(nc2c1)CCC3 | 9.6 | 35 | i | 22 | · | · | · | 8% | · | · | 6% | ·
Clc1ccc(-c2cn3cc(Cl)ccc3n2)cc1 | 1.0 | 145 | i | 39 | -0.1% | · | · | 6% | -6% | 1% | 12% | -3%
C=CCn1c(SCC(=O)Nc2cc(OC)c(NC(=O)c3ccco3)cc2OC)nnc1-c1ccncc1 | -2.3 | 71 | i | 33 | 0.0% | 0 | 703 | 8% | 2% | 0% | 6% | 2%
C=CCn1c(C)cc(C(=O)CSc2nnc3c(Cl)cc(Cl)cn23)c1C | -1.5 | 31 | i | 51 | -0.1% | -16 | 716 | 13% | -4% | 2% | 9% | -9%
CC(C)c1ccc2[nH]c3nc(SCC(=O)N4CCOCC4)nnc3c2c1 | 2.8 | 31 | i | 5 | -0.2% | 2 | 773 | 5% | 19% | 3% | 1% | -2%
Cc1ccc2[nH]c(=O)c(CN(Cc3ccco3)S(=O)(=O)c3c(C)ccc4nsnc34)cc2c1 | 8.2 | 44 | i | 13 | -0.1% | 4 | 731 | 10% | 1% | 4% | 2% | 0%
Cc1ccccc1OCCCC(=O)Nc1ccc(S(=O)(=O)Nc2onc(C)c2C)cc1 | 3.2 | 48 | i | 35 | 0.6% | 5 | 858 | 0% | -11% | -4% | 2% | -6%
O=C(CNC(=O)c1cccs1)N/N=C/c1ccc(O)cc1O | -0.5 | 44 | i | 37 | 0.1% | 4 | 779 | 64µM* | -4% | -2% | 36% | -4%
O=C(NCC(=O)N(Cc1cccs1)C(C(=O)NC1CCCC1)c1ccco1)c1cccs1 (stereo not given) | 3.3 | 44 | i | 21 | -0.2% | · | · | 1% | 2% | 6% | 6% | -8%
S=C(Nc1ccc(Br)cc1Cl)N1CCC2(CC1)OCCO2 | -2.1 | 38 | i | 23 | 0.2% | 2 | 684 | 5% | -6% | 8% | 1% | 0%
CCN(CC)S(=O)(=O)c1ccc(C(=O)NCc2nnc(SCC(=O)OC)n2C)cc1 | -0.2 | 78 | i | 39 | -0.1% | · | · | -10% | 2% | 12% | 9% | -6%
COc1ccc(OC)c(NC(=O)C(Sc2ccccc2)c2ccccc2)c1 (stereo not given) | 4.7 | 40 | i | 9 | 1.0% | · | · | 1% | 1% | 12% | 0% | -4%
CCc1c(C)c2ccc(O)c(CN(C)C)c2oc1=O | -1.7 | 55 | i | 30 | -0.1% | 10 | 719 | 4% | -6% | -9% | 22% | -25%
CN(Cc1ccccc1)S(=O)(=O)c1cc2c3c(c1)CCN3C(=O)CC2 | 0.5 | 53 | i | 57 | · | · | · | 12% | · | · | 23% | ·
c1ccc2c(c1)NC(CN1CCOCC1)CO2 (stereo not given) | -0.9 | 49 | i | 28 | 0.2% | · | · | -8% | 4% | 6% | 4% | -8%
CC(=O)N1CCN(C(=O)COC(=O)COc2ccc(C#N)cc2)CC1 | 1.4 | 66 | i | 45 | · | · | · | 1% | · | · | 12% | ·
CN1CCN(S(=O)(=O)c2ccc3c4c(cccc24)C(=O)N3)CC1 | -1.9 | 77 | i | 42 | -0.1% | · | · | 3% | 22% | 16% | -2% | -6%
CC1=NN(C(N)=S)C(=O)C1N=Nc1ccc([N+](=O)[O-])cc1 (stereo not given) | 1.6 | 63 | i | 29 | -0.1% | · | · | 1% | -8% | 16% | 31% | -3%
COc1ccc(CNC(=O)[C@@H](NC(=O)C2CCN(C(=O)[C@@H]3CCCN3C(=O)OC(C)(C)C)CC2)C(C)C)cc1 | 0.2 | 85 | i | 31 | -0.1% | · | · | -8% | 6% | 9% | 20% | -13%
Cc1ccc(SCCCCN2CCOCC2)cc1 | 1.3 | 60 | i | 41 | 0.0% | -13 | 772 | -7% | 6% | · | 8% | -7%
Cc1cc(C(=O)Nc2nccs2)c2cc(F)ccc2n1 | 0.5 | 41 | i | 31 | -0.2% | 1 | 622 | 4% | 7% | -12% | 7% | -8%
CCN(CC)C(=S)NC(=O)c1cc(OC)c(OC)c(OC)c1 | 0.3 | 39 | i | 66 | 0.5% | 1 | 679 | 2% | 4% | 2% | 8% | 3%
CC(C)(C)NC(=O)NC(=O)COC(=O)c1cc(=O)[nH]c2ccccc12 | 3.5 | 45 | i | 44 | -0.1% | 7 | 791 | 17% | -16% | 2% | 13% | -2%
COCCNC(=O)CCCn1c(=O)c2ccccc2n(Cc2cccc([N+](=O)[O-])c2)c1=O | 1.8 | 60 | i | 46 | 0.2% | -3 | 704 | 8% | 6% | 10% | 17% | -3%
CCn1nc(C)c(CN2CCCC(CO)(Cc3cccc(Cl)c3)C2)c1C (stereo not given) | 2.3 | 54 | i | 23 | -0.1% | -33 | 727 | 10% | 8% | 4% | 21% | -2%
Cc1cc(C)n2nc(SCCOc3ccccc3)nc2n1 | 1.5 | 60 | i | 21 | 0.2% | 4 | 709 | -4% | -18% | 5% | 7% | -4%
CC(C)Cc1nc(Nc2ccccc2C#N)c2nnn(Cc3ccccc3)c2n1 | 30 | 82 | i | 65 | 1.1% | -2 | 795 | 11% | -10% | 7% | 9% | -4%

Ordered by heavy-atom count (falling): four of the compounds above.
SMILES | NTR1 ag | NTR1 ag cell count 20 µM | T cell HTS | T cell HTS vesicle-bound % | GPR55 activation | Lipid droplet | Lipid droplet cells 6.5 µM | MgcRacGAP inhibition | GPR35 arrestin U2OS | GPR55 LPI antagonism | Large T inhibition | LYP inhibition
CC(C)Cc1nc(Nc2ccccc2C#N)c2nnn(Cc3ccccc3)c2n1 | 30 | 82 | i | 65 | 1.1% | -2 | 795 | 11% | -10% | 7% | 9% | -4%
CCn1nc(C)c(CN2CCCC(CO)(Cc3cccc(Cl)c3)C2)c1C (stereo not given) | 2.3 | 54 | i | 23 | -0.1% | -33 | 727 | 10% | 8% | 4% | 21% | -2%
CC(C)(C)NC(=O)NC(=O)COC(=O)c1cc(=O)[nH]c2ccccc12 | 3.5 | 45 | i | 44 | -0.1% | 7 | 791 | 17% | -16% | 2% | 13% | -2%
Cc1cc(C)n2nc(SCCOc3ccccc3)nc2n1 | 1.5 | 60 | i | 21 | 0.2% | 4 | 709 | -4% | -18% | 5% | 7% | -4%

(listing goes on)
SMILES | NTR1 ag | NTR1 ag cell count 20 µM | T cell HTS | T cell HTS vesicle-bound % | GPR55 activation | Lipid droplet | Lipid droplet cells 6.5 µM | MgcRacGAP inhibition | GPR35 arrestin U2OS | GPR55 LPI antagonism | Large T inhibition | LYP inhibition
Cc1ccc(S(=O)(=O)N2CCCC2)cc1C(=O)NCCN1CCOCC1 | -0.6 | 61 | i | 17 | 0.6% | -7 | 647 | 3% | 4% | -14% | -9% | -13%
Cc1c2cnn(-c3ccccc3)c(=O)c2c(C)n1CCCC(=O)N1CCN(C)CC1 | -0.8 | 87 | i | 18 | -0.1% | · | · | 5% | 19% | -3% | 2% | 1%
CCC(CC)=NNc1ccc([N+](=O)[O-])cc1[N+](=O)[O-] | 0.2 | 87 | i | 61 | -0.2% | -24 | 666 | 1% | 0% | -13% | 6% | 1%
C/C(=N\OC(=O)c1ccccc1)c1c(C)nc2cc(C)ccn12 | 1.4 | 51 | i | 45 | -0.1% | 16 | 695 | 5% | 2% | 4% | -1% | -5%
COc1ccc(OC)c(S(=O)(=O)N2CCC(C(=O)Nc3cccc(C)c3)CC2)c1 | -0.3 | 52 | i | 33 | -0.2% | 6 | 815 | 7% | 10% | 12% | 7% | 0%
CCCN(Cc1cc2cccc(C)c2[nH]c1=O)S(C)(=O)=O | -1.2 | 58 | i | 30 | -0.1% | 20 | 799 | 12% | 15% | 6% | 0% | 0%
O=C(Nc1cccc2ccccc12)NC1CCCCC1O (stereo not given) | -2.9 | 93 | i | 21 | · | · | · | 5% | · | · | 9% | ·
COc1cc(OC)cc(C(C)=O)c1 | -1.3 | 75 | i | 41 | 0.5% | · | · | 12% | 6% | 1% | 10% | -4%
Cc1ccc2c(CC(=O)N3CCOCC3)coc2c1 | 1.9 | 88 | i | 58 | 0.2% | 24 | 746 | 3% | -10% | -6% | 3% | -7%
COC(=O)[C@@]12CCCN1[C@H](c1ccc(-c3ccc(C(C)=O)cc3)c(OC)c1)[C@H]1C(=O)N(C)C(=O)[C@H]12 | 8.4 | 53 | i | 20 | · | · | · | 6% | · | · | 4% | ·
CCOC(=O)CSc1nnc([C@H](Cc2ccccc2)NC(=O)OC(C)(C)C)o1 | -2.5 | 93 | i | 44 | 0.2% | · | · | 0% | 6% | -10% | 11% | -7%
CC1CCC(C(C)C)C(OC(=O)Cn2c(-c3ccc(F)cc3)[n+](C)c3ccccc32)C1 (stereo not given) | 17 | 56 | i | 41 | 0.6% | -30 | 647 | 5% | -10% | -5% | 15% | -4%

With a hit mark in Large T inhibition, among the entries above:
| canonical_smiles | T cell HTS | T cell HTS vesicle-bound % | GPR55 activation | MgcRacGAP inhibition | GPR35 arrestin U2OS | GPR55 LPI antagonism | Large T inhibition | LYP inhibition |
| --- | --- | --- | --- | --- | --- | --- | --- | --- |
| O=c1cc(-c2ccc(Br)cc2)[nH][nH]1 | i | 48 | -0.1% | 19% | -13% | -3% | 54µM* | -5% |

Rows were taken by chance. Share with any hit: about 1.8%.
